V1aR counter = agonists of human V1a receptor, primary screen, counter-screen for OXTR agonist project, fluorescence, CHO-V1R cells. activation, % at 3 µM. 320,000 tested, 0.25% active. Vasopressin V1a receptor (Homo sapiens), P37288. AID 2797, 2010. Fluo-8 calcium fluorescence, agonist mode; 0% DMSO, 100% 3 nM vasopressin;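 active means activation above the mean activation of all tested compounds plus 3 SD, per screening run, cut at about 20% in these data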;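 further: signal is peak over basal fluorescence ratio across a 100 second FLIPR read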
Target sequence (P37288 whole entry, looked up): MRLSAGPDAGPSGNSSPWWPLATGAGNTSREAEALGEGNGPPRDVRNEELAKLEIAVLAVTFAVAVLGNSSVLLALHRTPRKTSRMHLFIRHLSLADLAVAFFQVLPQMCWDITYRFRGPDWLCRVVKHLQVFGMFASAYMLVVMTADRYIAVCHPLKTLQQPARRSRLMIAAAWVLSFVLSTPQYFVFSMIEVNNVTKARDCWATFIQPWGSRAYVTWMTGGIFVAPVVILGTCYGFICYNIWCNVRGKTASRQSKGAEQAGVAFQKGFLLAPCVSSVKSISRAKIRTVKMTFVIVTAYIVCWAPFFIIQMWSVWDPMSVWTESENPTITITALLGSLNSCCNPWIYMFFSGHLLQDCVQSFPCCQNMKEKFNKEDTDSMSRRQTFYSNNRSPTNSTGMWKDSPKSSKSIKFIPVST
TAAR1 ag = human TAAR1 agonists, primary screen, Fluo-8 calcium fluorescence, CHO RD-HGA16 cells; 360,000 tested, 0.99% active; Trace amine-associated receptor 1 (Homo sapiens), Q96RJ0; vehicle wells 0%, saturating PEA agonist 100%; AID 624467, 2012; activation, % at 3 µM;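 active means activation above the mean activation of all test compounds in the run plus 3 SD, cut at about 38% in these data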
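Test system: RD-HGA16 (CHO) cells co-expressing Gα16 and hTAAR1; dosing: one-point dosing at 3 µM (nominal); timing: 17-24 h seeding, 75 min 37 °C dye, 30 min RT; signal: kinetic Fluo-8 calcium fluorescence; read-out basis: % activation relative to PEA EC100 response; controls: DMSO and PEA EC100; replicates: n 1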
M1 ag = human M1 muscarinic receptor agonists, primary screen, Fluo-8 calcium fluorescence, CHO-K1 cells, HTS; activation, % at 3 µM; 360,000 tested, 0.33% active; CHO-K1 hM1, agonist mode; 0% DMSO, 100% acetylcholine EC100; Muscarinic acetylcholine receptor M1 (Homo sapiens), P11229; AID 588814, 2011;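 active means activation above the run's mean compound activation plus 3 SD, cut at about 16% in these data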;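 further: peak over basal fluorescence ratio within a 140 s kinetic read after compound addition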
M1 ag parental = counter-screen for M1 agonists: effect in parental CHO-K1 cells; Fluo-8 calcium fluorescence; scaled to maximal ATP response, vehicle zero; activation, % at 3 µM; 360,000 tested, 0.48% active; AID 602248, 2012; in the data active means activation above about 15%;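 further: untransfected CHO-K1 host cells lacking M1 receptor as counterscreen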
CHO parental Ca = ATP-evoked calcium signal inhibitors, parental CHO, primary screen, counter-screen for OX1R antagonist project, cell-based, fluorescence, Fluo-8 calcium dye. inhibition, % at 5.6 µM. 330,000 tested, 0.63% active. parental CHO-K1, ATP-induced calcium, Fluo-8 fluorescence;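 active means inhibition above that plate's mean sample inhibition plus 3 SD, cut at about 26% in these data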;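 further: 0% = ATP-challenged DMSO wells and 100% = DMSO wells without ATP; some compounds past the cut are filed as inactive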
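Measured by: calcium-sensitive Fluo-8 fluorescence / Test system: CHO parental line / Controls: ATP-challenged DMSO wells low, unchallenged DMSO wells high / Measure: % inhibition / Compound: single nominal dose of 5.6 µM per compound / Replicates: single well per compound, no replicates / Reagent: ATP as calcium-mobilizing challenge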
M1 PAM parental = nonselective calcium activators in parental CHO-K1 cells, primary screen, counter-screen for M1 PAM project, cell-based, Fluo-8 calcium fluorescence, full deck, 1536-well. activation, % at 3 µM. 360,000 tested, 0.02% active. AID 602247, 2012. ATP EC20; 0% at ATP EC20, 100% at ATP max;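 active means activation above the run cutoff, the mean activation of all test compounds plus 3 SD, cut at about 40% in these data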;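 further: peak over basal fluorescence ratio in a 140 s read after ATP addition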
CHO-K1 Ca antag = counter-screen for M1 antagonists: effect in parental CHO-K1 cells; ATP-induced calcium, Fluo-8 fluorescence; 360,000 tested, 0.6% active; inhibition, % at 3 µM;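 active means inhibition above a per-plate cutoff, the plate's mean sample inhibition plus 3 SD, cut at about 24% in these data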;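 further: 0% = DMSO plus EC80 ATP and 100% = DMSO alone without ATP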
OXTR potentiate = human OXTR potentiators, primary screen, fluorescence, CHO-OTR cells, Fluo-8 calcium; Oxytocin receptor (Homo sapiens), P30559; Fluo-8 calcium fluorescence, potentiator mode; 0% = oxytocin EC15, 100% = EC100; activation, % at 3 µM; 320,000 tested, 0.061% active; AID 2445, 2010;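 active means activation above that plate's cutoff, the mean activation of tested compounds plus 3 SD, cut at about 6.6% in these data, passing the limit was not always enough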;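 further: 100% uses oxytocin at 75 nM as the full agonist control; some results filed as inactive read as strong as hits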
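Assay system: CHO-OTR cells, human receptor / Also added: oxytocin at about EC15, sub-maximal agonist stimulus / Dosing: single dose, 3.0 µM nominal final compound concentration / Incubation: 6 min pre-incubation, 100 s read / Technique: Fluo-8 calcium dye fluorescence / Read-out: % activation vs EC15 and EC100 oxytocin / Benchmarks: EC15 oxytocin low, 75 nM oxytocin high / Replicates: singlicate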
TAAR1 antagonist = human TAAR1 antagonists, primary screen, Fluo-8 calcium fluorescence, CHO RD-HGA16 cells; inhibition, % at 3 µM; Trace amine-associated receptor 1 (Homo sapiens), Q96RJ0; antagonist; 360,000 tested, 1.5% active;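 active means inhibition above a per-plate cutoff, the mean inhibition of test compounds on that plate plus 3 SD, cut at about 49% in these data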;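 further: 0% = DMSO plus EC80 beta-PEA response and 100% = DMSO alone without agonist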
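Assay system: CHO-derived RD-HGA16 cells stably expressing human TAAR1 plus Gα16. Timing: 140 s kinetic read after compound, 140 s after agonist. Technique: kinetic Fluo-8 calcium fluorescence measurement. Measure: % inhibition of agonist calcium response.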
Active calls of the source: *; . = no result given.

Labels used below – A = V1aR counter; B = TAAR1 ag; C = M1 ag; D = M1 ag parental; E = CHO parental Ca; F = M1 PAM parental; G = CHO-K1 Ca antag; H = OXTR potentiate; I = TAAR1 antagonist
Cc1ccc(NC(=S)NNC(=O)c2c(Cl)c(C)nn2C)cc1
  A: 4.8; B: 6; C: 1; D: 5.0; E: -12; F: 14; G: -15; H: 0; I: 1

COC(=O)CSCc1nc2ccccc2[nH]c1=O
  A: 1.9; B: 2; C: 4; D: 0.4; E: -3; F: -8; G: 15; H: -7; I: -9

CCOC(=O)c1sc(N(Cc2ccccc2)C(=O)COC(=O)c2cnccn2)nc1C
  A: 0.3; B: 19; C: -9; D: 3.0; E: -17; F: 29; G: -10; H: 3; I: -6

CN(CCOC(=O)c1ccc2c(c1)OCO2)C(C)(C)C
  A: 1.0; B: 4; C: -7; D: -0.2; E: -10; F: 2; G: 2; H: -8; I: 1

CC(=O)c1cccc(NC(=O)c2cccc(S(=O)(=O)N(C)C)c2)c1
  A: 0.0; B: 5; C: -6; D: 0.9; E: -10; F: 8; G: -2; H: -5; I: 19

O=C(Nc1ccc(Cc2ccncc2)cc1)c1cc(F)c(F)cc1Cl
  A: 4.0; B: 1; C: -6; D: 1.9; E: -12; F: 13; G: -18; H: -19; I: 6

CC12CCC(C(=O)Nc3ccc(SC(F)F)cc3)(CC1=O)C2(C)C (configuration not stated)
  A: -0.3; B: 6; C: -5; D: 2.4; E: -19; F: -1; G: -29; H: 3; I: -26

O=c1[nH]c(=O)c2nc(-c3ccc(Cl)cc3)cnc2[nH]1
  A: -1.1; B: 0; C: -9; D: -1.1; E: -6; F: -12; G: 5; H: -12; I: -3

O=C(Nc1c(Cl)cc2c(c1Cl)Cc1cc([N+](=O)[O-])ccc1-2)C(Cl)Cl
  A: .; B: 9; C: -3; D: 0.2; E: .; F: 20; G: -10; H: .; I: 4

CC(C)CN(CC(C)C)C(=O)CN1C(=O)NC2(CCCc3ccccc32)C1=O (configuration not stated)
  A: 0.6; B: -1; C: -2; D: 1.0; E: -7; F: -6; G: -11; H: -6; I: 6

Arranged by SMILES length (rising): 8 of the compounds above.
Labels used below – A = V1aR counter; B = TAAR1 ag; C = M1 ag; D = M1 ag parental; E = CHO parental Ca; F = M1 PAM parental; G = CHO-K1 Ca antag; H = OXTR potentiate; I = TAAR1 antagonist
CN(CCOC(=O)c1ccc2c(c1)OCO2)C(C)(C)C
  A: 1.0; B: 4; C: -7; D: -0.2; E: -10; F: 2; G: 2; H: -8; I: 1

Cc1ccc(NC(=S)NNC(=O)c2c(Cl)c(C)nn2C)cc1
  A: 4.8; B: 6; C: 1; D: 5.0; E: -12; F: 14; G: -15; H: 0; I: 1

O=C(Nc1ccc(Cc2ccncc2)cc1)c1cc(F)c(F)cc1Cl
  A: 4.0; B: 1; C: -6; D: 1.9; E: -12; F: 13; G: -18; H: -19; I: 6

CC12CCC(C(=O)Nc3ccc(SC(F)F)cc3)(CC1=O)C2(C)C (configuration not stated)
  A: -0.3; B: 6; C: -5; D: 2.4; E: -19; F: -1; G: -29; H: 3; I: -26

CC(=O)c1cccc(NC(=O)c2cccc(S(=O)(=O)N(C)C)c2)c1
  A: 0.0; B: 5; C: -6; D: 0.9; E: -10; F: 8; G: -2; H: -5; I: 19

CC(C)CN(CC(C)C)C(=O)CN1C(=O)NC2(CCCc3ccccc32)C1=O (configuration not stated)
  A: 0.6; B: -1; C: -2; D: 1.0; E: -7; F: -6; G: -11; H: -6; I: 6

CCOC(=O)c1sc(N(Cc2ccccc2)C(=O)COC(=O)c2cnccn2)nc1C
  A: 0.3; B: 19; C: -9; D: 3.0; E: -17; F: 29; G: -10; H: 3; I: -6

O=C(Nc1c(Cl)cc2c(c1Cl)Cc1cc([N+](=O)[O-])ccc1-2)C(Cl)Cl
  A: .; B: 9; C: -3; D: 0.2; E: .; F: 20; G: -10; H: .; I: 4

Screening results from PubChem.
